Source: PubChem (several laboratories)
TWEAK-Fn14 inh – inhibitors of TWEAK-Fn14 interaction signaling; TWEAK-stimulated Fn14 reporter cells, luciferase luminescence, 8 h; inhibition, % at 10 µM; 2% of 360,000 active; in the data active = inhibition above about 50%
NR2F2 inh – blocks human COUP-TFII nuclear receptor; AID 686940; HEK293T NGFI-A luciferase reporter, luminescence; P24468; 0.7% of 370,000 active; inhibition, % at 8.6 µM;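 active = inhibition above a per-plate cutoff, mean inhibition of test wells between control levels plus 3 SD, cut at about 38% in these data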;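 note: cells cotransfected with COUP-TFII expression vector driving the NGFI-A reporter; 0% = median of COUP-TF2 test wells and 100% = reporter-only cells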
Target sequence (P24468 whole entry, looked up): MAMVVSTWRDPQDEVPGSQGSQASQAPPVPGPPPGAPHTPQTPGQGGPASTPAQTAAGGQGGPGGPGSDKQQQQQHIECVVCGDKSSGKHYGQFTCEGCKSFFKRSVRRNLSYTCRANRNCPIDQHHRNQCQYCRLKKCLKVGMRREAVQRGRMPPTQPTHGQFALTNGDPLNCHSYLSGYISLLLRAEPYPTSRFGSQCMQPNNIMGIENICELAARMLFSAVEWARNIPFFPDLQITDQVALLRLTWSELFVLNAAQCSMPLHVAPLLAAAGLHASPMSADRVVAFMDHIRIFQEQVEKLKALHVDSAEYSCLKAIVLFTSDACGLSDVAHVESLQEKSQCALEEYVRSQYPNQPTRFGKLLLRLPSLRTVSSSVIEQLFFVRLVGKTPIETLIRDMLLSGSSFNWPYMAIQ
TROY NFkB inh – TROY signaling inhibition; inhibition, % at 10 µM; 0.98% of 360,000 active; Q293 LMP1-TROYcd NF-kB luciferase reporter, 4 h;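 active = compounds whose plate-normalised and pattern-corrected inhibition of the luciferase reporter signal at the single screening dose is 50% or more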
C8 TRAIL sens – caspase-8 TRAIL sensitization | NB7+C8 cells + TRAIL, ATPlite viability luminescence | inhibition (viability loss, TRAIL sensitization), % at 10 µM | 1% of 360,000 active;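 active = compounds causing at least 50% loss of cell viability in the single-dose screen, relative to plate controls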
NCOA1 inh – inhibitors of human steroid receptor coactivator 1 (SRC1) | Q15788 | HEK293 GAL4-SRC1 luciferase reporter, luminescence | inhibition, % at 3.6 µM | 0.12% of 360,000 active;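 active = inhibition above the campaign mean plus 3 SD, with each screening campaign given its own cutoff, cut at about 60% in these data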;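 note: 0% = DMSO treated cells and 100% = gossypol at 36 µM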
KKLEB tox – CF airway cell cytotoxicity counter-screen; 0.36% of 360,000 active; KKLEB CF airway cells viability, ATPlite luminescence, overnight; stronger effect = lower value; cells stimulated with P. aeruginosa culture filtrate; AID 602141; activity change (cytotoxicity), % at 5 µM;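 active = corrected activity change at or below -50% at 5 µM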
CF NFkB block – blocks PAF-induced NF-kB reporter in cystic fibrosis cells. inhibition, % at 5 µM. KKLEB NF-kB-GFP reporter, GFP fluorescence overnight. 0.86% of 360,000 active;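 active = at least 50% inhibition at 5 µM, scaled per plate between neutral and stimulator controls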;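 note: PAF is a Pseudomonas aeruginosa culture filtrate used as stimulus; plate controls were PAF-stimulated DMSO wells for no effect and unstimulated DMSO wells for full effect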
NR5A2 inv ag – suppresses constitutive activity of human LRH-1; O00482; HEK293T StAR-luciferase reporter, LRH-1 transfected, 24 h; inhibition, % at 3.6 µM; 0.13% of 360,000 active; AID 602396;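 active = inhibition above the mean inhibition of all tested compounds plus 3 SD, cut at about 73% in these data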;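 note: 0% = DMSO wells and 100% = reporter-only cells lacking LRH-1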
Target sequence (O00482 whole entry, looked up): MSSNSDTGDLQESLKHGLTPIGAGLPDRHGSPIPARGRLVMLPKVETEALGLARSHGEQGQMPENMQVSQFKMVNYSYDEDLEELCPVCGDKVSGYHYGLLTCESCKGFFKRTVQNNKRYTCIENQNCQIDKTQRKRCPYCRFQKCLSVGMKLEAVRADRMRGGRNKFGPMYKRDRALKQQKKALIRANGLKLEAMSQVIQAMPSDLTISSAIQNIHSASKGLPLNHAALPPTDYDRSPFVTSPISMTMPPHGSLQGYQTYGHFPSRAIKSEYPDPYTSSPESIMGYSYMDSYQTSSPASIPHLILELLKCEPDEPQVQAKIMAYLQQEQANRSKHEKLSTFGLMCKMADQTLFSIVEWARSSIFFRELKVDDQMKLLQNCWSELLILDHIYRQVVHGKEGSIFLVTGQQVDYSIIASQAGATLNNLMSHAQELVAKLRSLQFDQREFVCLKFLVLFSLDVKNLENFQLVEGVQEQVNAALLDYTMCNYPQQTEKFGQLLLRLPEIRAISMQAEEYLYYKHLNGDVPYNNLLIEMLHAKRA
SRC3 inh – inhibitors of human steroid receptor coactivator 3 (SRC3); Q9Y6Q9; HEK293 GAL4-SRC3 luciferase reporter, luminescence; inhibition, % at 3.6 µM; 0.17% of 360,000 active; AID 588352;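 active = inhibition above a per-campaign cutoff, the mean of all compounds plus 3 SD, cut at about 60% in these data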;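 note: 0% = DMSO-treated cells and 100% = gossypol-treated cells at 36 µM; higher means less SRC3-driven luciferase light from the GAL4 reporter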
LMP1 NFkB inh – inhibitors of Epstein-Barr LMP1-induced NF-kappaB reporter; LMP1-induced NF-kappaB luciferase reporter cells, luminescence; inhibition, % at 12.5 µM; 0.69% of 350,000 active; AID 504558; in the data active = inhibition above about 41%;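 note: 0% = neutral control wells and 100% = reference inhibitor control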
SRC2 inh – inhibits human steroid receptor coactivator 2; inhibition, % at 9 µM; HEK293 GAL4-SRC2 luciferase reporter, luminescence; AID 651957; Q15596; 0.17% of 370,000 active;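 active = inhibition above the mean inhibition of all tested compounds plus 3 SD, set per campaign, cut at about 52% in these data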;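 note: 0% = DMSO treated cells and 100% = cells given Gossypol at 36 µM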
The depositor's hits bear a star; · = not tested or not shown.

1. COc1ccc(CNC2CC(C)N(C)CC2C)cc1OC (stereo not drawn)
2. CCn1c(=O)c(C(=O)Nc2nc3ccccc3[nH]2)c(O)c2ccccc21
3. O=C(O)c1cccc(Nc2ccncc2[N+](=O)[O-])c1
4. CCCc1cc(CN(C)C(=O)CC2C(=O)NCCN2Cc2ccccc2C)[nH]n1 (stereo not drawn)
5. O=[N+]([O-])c1ccccc1S(=O)(=O)Nc1ccc2c(c1)OCCO2
6. O=C(Cn1cncn1)NCc1cccc(OC(F)F)c1
7. COc1cc(C(=O)N2CCN(C(=O)c3ccccc3)CC2)cc(OC)c1OC
8. O=C(NCCCO)/C(=C\c1ccco1)NC(=O)c1ccco1

entry no.	1	2	3	4	5	6	7	8
TWEAK-Fn14 inh	-2	30	9	9	13	-2	-5	17
NR2F2 inh	7	12	18	0	-23	-1	10	-3
TROY NFkB inh	-6	23	-12	2	-28	1	21	1
C8 TRAIL sens	-1	25	4	-1	-2	-3	0	-7
NCOA1 inh	-12	3	1	3	2	9	15	3
KKLEB tox	-3	-90*	-3	-16	-1	10	3	4
CF NFkB block	-6	89*	-1	16	4	6	-5	-3
NR5A2 inv ag	5	19	19	-3	-8	-5	-56	12
SRC3 inh	-7	26	20	12	0	15	0	-11
LMP1 NFkB inh	-5	-61	1	-7	0	-10	5	7
SRC2 inh	15	-16	-3	-2	8	2	2	-4

9. c1cncc(-c2noc(-c3ccc4ccccc4c3)n2)c1
10. O=C(CN1CCN(S(=O)(=O)c2cc(Cl)ccc2Cl)CC1)Nc1ccc2c(c1)OCCO2
11. Cc1ccc(NC(=S)N(CCCN2CCCC2)Cc2cccn2Cc2ccc(Cl)cc2)cc1Cl
12. O=S(=O)(NCCSc1ccccn1)c1ccc(Cl)cc1
13. O=C(CN1CCN(Cc2cccc3ccccc23)CC1)NCCc1ccccc1
14. COC(=O)CN1C(C)=Nc2ccc(C)cc2C1c1ccccc1 (stereo not drawn)
15. N#C/C(=C\c1ccc(N2CCCCC2)o1)C(N)=O
16. O=C(Nc1ccncc1)C1CCN(S(=O)(=O)c2ccccc2)CC1

entry no.	9	10	11	12	13	14	15	16
TWEAK-Fn14 inh	33	-19	-28	3	3	-6	13	-5
NR2F2 inh	-30	4	24	-12	13	5	3	6
TROY NFkB inh	15	-2	-3	-6	0	-2	-15	-15
C8 TRAIL sens	45	11	7	1	15	-8	8	-9
NCOA1 inh	-112	-23	-2	-6	-39	12	-11	-7
KKLEB tox	-19	-3	-19	3	3	9	-14	7
CF NFkB block	2	-4	16	1	11	-7	18	5
NR5A2 inv ag	-171	45	7	-4	-32	4	-5	-2
SRC3 inh	-118	-6	6	9	-10	11	-2	9
LMP1 NFkB inh	-24	-16	1	-2	-4	3	-2	6
SRC2 inh	-34	-64	3	-1	-4	-13	-5	-11

17. CC1(C)CC(=O)C(C(=O)c2ccccc2)C(=O)C1Cl (stereo not drawn)
18. COc1ccc(Cl)cc1C(=O)NCC(c1ccco1)N1CCCC1 (stereo not drawn)
19. O=C(NCc1ccccc1)c1ccc(Cl)cc1[N+](=O)[O-]
20. O=C(NC(=S)Nc1ccc(Cl)cn1)C(c1ccccc1)c1ccccc1
21. COc1cc(C2N(c3cc(C)on3)C(=O)C3CCCN32)cc(OC)c1OC (stereo not drawn)
22. O=C(NCc1cccc(Cl)c1)C1CCCO1 (stereo not drawn)
23. COc1cc(C2C(C#N)=C(N)N(N(C)C)C3=C2C(=O)CC(C)(C)C3)ccc1O (stereo not drawn)
24. CCCc1c(C(=O)Nc2cc(C)on2)cnn1-c1ccccc1

entry no.	17	18	19	20	21	22	23	24
TWEAK-Fn14 inh	10	-4	-7	18	13	0	6	2
NR2F2 inh	-20	4	-8	8	17	11	7	-7
TROY NFkB inh	7	-1	3	5	16	1	2	-1
C8 TRAIL sens	8	-7	-23	4	-11	-5	2	14
NCOA1 inh	-18	-33	-4	-23	7	2	13	-7
KKLEB tox	16	10	4	-5	3	-5	4	-7
CF NFkB block	-5	-3	-8	6	1	0	8	-5
NR5A2 inv ag	-13	-12	1	3	-7	8	-6	7
SRC3 inh	6	-7	10	8	4	3	-5	10
LMP1 NFkB inh	-12	-2	-3	-1	-2	-2	-11	-5
SRC2 inh	4	10	10	-24	-14	15	-2	15

25. COc1cc(OC)cc(-c2c(-c3cccs3)c3cc(-c4ccc5c(c4)OCCO5)ccc3n2C)c1
26. CNC(=O)C12CC3CC(C1)CC(c1ccc(C)cc1)(C3)C2
27. O=C(c1ccccc1C(=O)N(c1ccccc1)c1ccccc1)N1CCCCC1
28. OCC1CCCCN1C(=S)NCc1ccco1 (stereo not drawn)
29. CCN(CC)CCCNC(=O)c1nn(-c2ccc(OC)cc2OC)c(=O)c2ccccc12
30. CC(C)OC(=O)CSc1nnc(-c2cccnc2)n1Cc1ccccc1
31. C=CCn1c(N)cc(=O)nc1SCC(=O)Nc1ccc(C)cc1
32. Cc1ccc(N2C(=O)c3ccccc3C2(O)c2ncc[nH]2)cc1 (stereo not drawn)

entry no.	25	26	27	28	29	30	31	32
TWEAK-Fn14 inh	-3	-1	-9	-13	-1	0	2	33
NR2F2 inh	-14	7	7	9	-1	13	-2	-11
TROY NFkB inh	5	-5	1	0	6	-8	-54	·
C8 TRAIL sens	-16	-9	0	3	4	-5	11	0
NCOA1 inh	-1	-5	-18	2	4	-1	-3	-2
KKLEB tox	-3	-10	11	-9	-11	3	3	10
CF NFkB block	23	-5	-3	-4	8	1	-9	1
NR5A2 inv ag	-27	5	-13	-19	4	-9	15	-2
SRC3 inh	-4	-1	15	1	4	11	12	11
LMP1 NFkB inh	-7	-5	-4	-1	-1	3	-4	-2
SRC2 inh	-43	8	-1	0	-17	-5	-5	-12

33. Cc1ccc(Nc2nnns2)cc1C
34. COc1ccccc1-n1c(N)c(C(N)=O)sc1=S
35. Cn1c(C(=O)c2ccncc2)cc2ccccc21
36. C[C@H]1CCC(=O)N(CCSc2ccc(Br)cc2)CC1
37. Cc1ccc(C2(C)NC(=O)N(CC(=O)NC(C)c3ccccc3)C2=O)cc1 (stereo not drawn)
38. OC[C@@H]1CN(Cc2ccc(-c3ccccc3)cc2)C[C@H](n2cnc3c(N4CCOCC4)ncnc32)O1
39. COc1cc(OC)c(OC)cc1/C=N/NC(=O)CC1C(=O)NN=C1C (stereo not drawn)
40. COc1cccc(/C=C/C(=O)OCC(=O)Nc2nnc(-c3ccccc3)o2)c1

entry no.	33	34	35	36	37	38	39	40
TWEAK-Fn14 inh	-8	-6	9	-22	-12	33	-14	-16
NR2F2 inh	-12	8	16	-48	4	-9	20	·
TROY NFkB inh	-8	-6	6	-35	9	17	5	-8
C8 TRAIL sens	-8	8	14	-5	0	4	-1	10
NCOA1 inh	6	14	5	-31	-18	6	4	-7
KKLEB tox	-12	3	2	-1	2	2	-4	4
CF NFkB block	3	0	13	-14	13	10	13	11
NR5A2 inv ag	34	17	15	-57	-21	5	-7	-27
SRC3 inh	17	-9	3	-38	-10	9	11	-27
LMP1 NFkB inh	3	6	-2	-16	2	·	1	2
SRC2 inh	7	16	7	-50	-9	6	12	·

Limited to TROY NFkB inh, CF NFkB block and C8 TRAIL sens, for 3 of the compounds above:
nr | SMILES | TROY NFkB inh | CF NFkB block | C8 TRAIL sens
39 | COc1cc(OC)c(OC)cc1/C=N/NC(=O)CC1C(=O)NN=C1C (stereo not drawn) | 5 | 13 | -1
35 | Cn1c(C(=O)c2ccncc2)cc2ccccc21 | 6 | 13 | 14
34 | COc1ccccc1-n1c(N)c(C(N)=O)sc1=S | -6 | 0 | 8

(list continues)
41. CCN1C(=O)C(CC(=O)Nc2ccc(OC)cc2)N(CCc2ccc(OC)cc2)C1=S (stereo not drawn)
42. Cc1nc(Cl)cc(CS(=O)(=O)c2ccc(Cl)cc2)n1
43. O=C(Nc1nc(-c2ccco2)c(-c2ccco2)s1)c1ccco1
44. COc1cc(OC)c(NC(=O)/C=C/C(=O)O)cc1Cl
45. O=C(/C=C/c1cccc([N+](=O)[O-])c1)NCCN1C(=O)S/C(=C\c2cccnc2)C1=O
46. CC(C)CSc1nsc(N)n1
47. CCCCC(=O)Nc1ccc(C(=O)NCc2ccncc2)cc1
48. COC(=O)c1c(NC(=O)CSc2nc3nc(C)cc(C)n3n2)sc(C)c1C

entry no.	41	42	43	44	45	46	47	48
TWEAK-Fn14 inh	10	24	48	26	1	-22	8	-9
NR2F2 inh	-7	-7	5	-3	-7	-38	13	-11
TROY NFkB inh	-34	-12	-3	11	5	-40	-20	7
C8 TRAIL sens	-3	35	-8	-26	1	-12	6	1
NCOA1 inh	5	1	-17	-14	-3	-46	11	-30
KKLEB tox	-7	-4	4	8	-8	-9	12	10
CF NFkB block	2	-7	-68	-14	28	9	5	-2
NR5A2 inv ag	-2	2	8	-8	3	-59	5	13
SRC3 inh	-16	1	3	10	-10	-28	26	-1
LMP1 NFkB inh	7	-5	-1	-1	12	-5	-6	3
SRC2 inh	18	-12	-8	-8	-13	-36	16	3

6 entries picked at random from those above, as already listed:
41. CCN1C(=O)C(CC(=O)Nc2ccc(OC)cc2)N(CCc2ccc(OC)cc2)C1=S (stereo not drawn)
46. CC(C)CSc1nsc(N)n1
44. COc1cc(OC)c(NC(=O)/C=C/C(=O)O)cc1Cl
42. Cc1nc(Cl)cc(CS(=O)(=O)c2ccc(Cl)cc2)n1
43. O=C(Nc1nc(-c2ccco2)c(-c2ccco2)s1)c1ccco1
47. CCCCC(=O)Nc1ccc(C(=O)NCc2ccncc2)cc1

entry no.	41	46	44	42	43	47
TWEAK-Fn14 inh	10	-22	26	24	48	8
NR2F2 inh	-7	-38	-3	-7	5	13
TROY NFkB inh	-34	-40	11	-12	-3	-20
C8 TRAIL sens	-3	-12	-26	35	-8	6
NCOA1 inh	5	-46	-14	1	-17	11
KKLEB tox	-7	-9	8	-4	4	12
CF NFkB block	2	9	-14	-7	-68	5
NR5A2 inv ag	-2	-59	-8	2	8	5
SRC3 inh	-16	-28	10	1	3	26
LMP1 NFkB inh	7	-5	-1	-5	-1	-6
SRC2 inh	18	-36	-8	-12	-8	16

(cont.)
49. CCN(CC)c1ccc(NC(=O)c2ccc(S(=O)(=O)N3CCOCC3)cc2)cc1
50. COC(=O)c1ccc(N2C(=O)CC(N3CCN(c4ccccc4)CC3)C2=O)cc1 (stereo not drawn)
51. Cc1cc(Nc2ccccc2)nc(N)n1
52. Cc1nc(Cc2nnc(SCC(=O)N3CCN(c4ccccc4)CC3)o2)cs1
53. CC1CCCC(C)N1CC(O)COc1ccc(Cl)cc1 (stereo not drawn)
54. CCNC(=S)NNC(=O)c1cccn(Cc2ccc(Cl)cc2)c1=O

entry no.	49	50	51	52	53	54
TWEAK-Fn14 inh	4	-8	-9	-15	-44	-5
NR2F2 inh	2	-18	·	-9	-11	16
TROY NFkB inh	3	6	2	8	12	-1
C8 TRAIL sens	4	5	-8	9	8	-4
NCOA1 inh	-5	6	-3	13	7	11
KKLEB tox	-8	-8	-1	-9	0	-14
CF NFkB block	-26	6	4	7	-2	6
NR5A2 inv ag	8	-7	-2	-11	2	2
SRC3 inh	7	3	2	-7	-9	10
LMP1 NFkB inh	14	2	8	-1	-5	-3
SRC2 inh	3	-6	·	7	15	13
